NTR1 agonist – agonists of NTR1, primary screen, imaging, U2OS cells, beta-arrestin-GFP, high content (AID 493036); activation, % at 20 µM; NTR1-U2OS beta-arrestin-GFP spot imaging, agonist mode; hit rate 0.17% among 330,000; P30989;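 active means activation at or above 40% of the spot to cytoplasm intensity ratio, with at least 20 cells analyzed; inconclusive means wells under 20 cells, flagged as cytotoxic or low count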;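 further: 0% = DMSO without peptide and 100% = 100 nM NTR1 peptide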
Target sequence (P30989 whole entry, looked up): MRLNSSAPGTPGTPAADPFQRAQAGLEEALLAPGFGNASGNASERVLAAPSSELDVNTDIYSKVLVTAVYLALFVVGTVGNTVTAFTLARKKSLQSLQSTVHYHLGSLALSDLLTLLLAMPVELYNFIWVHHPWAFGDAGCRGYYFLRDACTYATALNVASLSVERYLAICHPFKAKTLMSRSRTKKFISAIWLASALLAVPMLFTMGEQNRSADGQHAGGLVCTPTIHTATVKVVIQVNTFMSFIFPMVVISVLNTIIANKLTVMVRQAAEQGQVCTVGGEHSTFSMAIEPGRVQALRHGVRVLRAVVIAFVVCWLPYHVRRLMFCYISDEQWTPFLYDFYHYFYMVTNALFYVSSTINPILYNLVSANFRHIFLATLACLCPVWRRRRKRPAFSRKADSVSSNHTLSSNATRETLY
NS5 inhibitors – Dengue-2 NS5 methyltransferase inhibitors, primary screen, biochemical, confirmation dose response (AID 588689); Dengue-2 NS5 methyltransferase capping enzyme assay, biochemical; higher % means a stronger effect; inhibition, % at 25 µM; hits with a dose series show IC50 in µM; hit rate 0.3% among 340,000; in the data active means a potency from the dose series; inconclusive means inhibition above about 29% without an active follow-up result
K1F lysis inhibition – protection from phage-mediated lysis, alamar blue read-out – E. coli UTI89, K1F phage, bacterial capsule biogenesis inhibitors (AID 488966); E. coli UTI89 K1F phage lysis, alamar blue, 2 h; higher % means a stronger effect; inhibition, % at 100 µM, or IC50 in µM where a hit was titrated; hit rate 0.02% among 340,000;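 active means phage lysis inhibition, versus mean bacterial control, above a set limit; inconclusive means no clear call, values can overlap the other calls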;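 further: capsule biogenesis inhibitors block K1F phage lysis so surviving cells raise fluorescence; higher fluorescence means more inhibition of phage lysis; actives were called in the ten point dose series up to 300 µM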
LYP phosphatase – PTPN22 lymphoid phosphatase activity blockers – biochemical, fluorescence intensity, uHTS (AID 1779); recombinant LYP phosphatase, fluorescence intensity; higher % means a stronger effect; one-dose inhibition, % at 11.5 µM; IC50 in µM for titrated hits; hit rate 0.054% among 290,000; in the data active means inhibition above about 50%;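 further: plate controls were vehicle with enzyme for no effect and no enzyme for full effect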
RSV CPE inhibition – inhibition of RSV-induced cytopathic effect – HEp-2 cells, primary 10 µM value included (AID 2391); HEp-2 cells, RSV-induced CPE inhibition; higher % means a stronger effect; CPE inhibition, % at 10 µM, or IC50 in µM where a hit was titrated; hit rate 0.13% among 310,000; in the data active means a potency from the dose series; inconclusive means CPE inhibition mostly from about 23% at the one dose, without a potency; inactive means the rest, 99 in 100 with CPE inhibition below about 21%; further: strong numbers were not always called active
AID2073 – disruptors of CaV2.2 binding to Mint1 – biochemical, HTRF (AID 2073) | inhibition, % at 20 µM; hits with a dose series show IC50 in µM | hit rate 0.19% among 290,000 | HTRF protein-protein interaction, Mint1-CaV2.2; higher % means a stronger effect; in the data active means inhibition mostly above about 51%, no sharp cut-off; inconclusive means no clear call, values can overlap the other calls; inactive means mostly below about 53%; further: some results filed as inactive read as strong as hits
WT yeast gro inh – growth inhibition of WT yeast, mitochondrial fusion screen. hit rate 2.1% among 190,000. AID 1362. inhibition, % at 10 µM. mitochondrial fusion phenotypic screen, WT strain; in the data active means inhibition above about 58%; tested in S. cerevisiae
Autophagy mod – autophagy modulation, high-content screen; MEF GFP-LC3 puncta imaging; test concentration mostly 10 µM; calls only at 10 µM (by protocol); hit rate 0.98% among 190,000;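 active means percentage of spot-positive cells more than 3 SD above its plate mean, without a fluorescence outlier flag or 80% toxicity; inconclusive means no clear call, values can overlap the other calls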;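 further: spot-positive cell cutoff set from DMSO-treated cells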
GPR35 arrestin U2OS – GPR35 antagonists blocking zaprinast-driven arrestin recruitment, primary screen, imaging, U2OS, beta-arrestin-GFP, zaprinast agonist (AID 2058); U2OS GPR35 beta-arrestin-GFP translocation imaging, zaprinast antagonism; higher % means a stronger effect; inhibition, % at 10 µM; hits with a dose series show IC50 in µM; hit rate 0.052% among 290,000;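 active means inhibition of at least 50% with at least 30 cells and total cytoplasm GFP at most 10,000,000; inconclusive means under 30 cells or total GFP of 10,000,000 plus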
WT yeast gro inh mutant strain – further read-out of WT yeast gro inh, marked with its call; inhibition, %; mitochondrial fusion phenotypic screen, mutant strain inhibition
Autophagy mod cell loss 18 h – recorded beside Autophagy mod, whose call it bears; toxicity, %; measured here: cell loss, nuclei count;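 cell loss after 18 h compound exposure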
NTR1 agonist cell count 20 µM – further read-out of NTR1 agonist, marked with its call; cell count; measured here: cell count, cytotoxicity flag
NS5 inhibitors pilot replicate – second read-out of NS5 inhibitors, no call of its own (marks repeat the call); inhibition, %; measured here: pilot screen replicate inhibition
Numbers without * were called inactive; i = inactive; ? = inconclusive; · = not tested or not shown; [ ] = dose if it differs, or a comment. Rows are unselected; about 2.6% have a hit in one of these screens.

SMILES	NTR1 agonist	NTR1 agonist cell count 20 µM	NS5 inhibitors	K1F lysis inhibition	LYP phosphatase	RSV CPE inhibition	AID2073	WT yeast gro inh	WT yeast gro inh mutant strain	Autophagy mod	Autophagy mod cell loss 18 h	GPR35 arrestin U2OS	others
CC(=O)c1sc(NC(=O)c2ccc(C)cc2)nc1C	-1.1	37	-2.3%	1.1%	-12.5%	0.8%	2.9%	3.0	-3.2	i	1.6	7.1%
COCCN1C(=O)C(=O)/C(=C(/O)c2ccc(OC(C)C)cc2)C1c1cccnc1 (centres undefined)	2.4	50	-2.8%	2.4%[50 µM]	5.9%	2.1%	12.6%	11.5	20.9	i	-3.6	-4.0%
CNS(=O)(=O)c1cccc(C(=O)OCC(=O)Nc2ccc(-c3nc4ccc(C)cc4s3)cc2)c1	5.7	91	5.4%	-0.2%	-6.8%	?	36.1%	9.4	4.3	i	0.3	-3.8%
Cn1ncc(N=Cc2ccccc2O)c1C(=O)N1CCOCC1	0.2	38	-1.6%	2.5%	-2.0%	1.4%	30.0%	9.9	10.8	i	6.8	2.8%
O=C(CCN1CCN(CCO)CC1)Nc1ccc(Br)cc1	0.0	40	-8.5%	0.3%	-8.2%	-1.5%	6.5%	0.3	-5.5	i	15.9	8.0%
CC(=O)c1c(-c2ccccc2)c2cc([N+](=O)[O-])ccc2[nH]c1=O	20.4	82	-5.2%	0.0%	-5.7%	-0.7%	14.6%	·	·	·	·	10.0%
COc1ccc(S(=O)(=O)N=C2C=C(C)C(=O)C(C)=C2)cc1	1.7	46	5.7%	-0.1%	-4.6%	-0.6%	-22.5%	48.1	11.1	i	-2.2	3.1%
COCCN(C(=O)COC(=O)c1cccs1)c1c(N)n(Cc2ccccc2)c(=O)[nH]c1=O	-0.2	67	-6.7%	-0.1%	-5.9%	1.1%	1.1%	·	·	·	·	-12.1%
CCOC(=O)NCc1ccc2c(c1)OCO2	0.4	50	-0.7%	0.4%	-2.0%	-0.3%	-4.0%	·	·	i	-3.2	10.5%
COc1cccc(NC(=O)C2C3C=CC4(O3)C2C(=O)N(C2CC2)C4C(=O)NC2CCCCC2C)c1 (centres undefined)	-1.2	41	1.6%	0.4%	-3.1%	1.4%	-7.9%	-20.8	-12.1	i	5.8	-1.0%

The list goes on; the last two above are carried over.
SMILES	NTR1 agonist	NTR1 agonist cell count 20 µM	NS5 inhibitors	K1F lysis inhibition	LYP phosphatase	RSV CPE inhibition	AID2073	WT yeast gro inh	WT yeast gro inh mutant strain	Autophagy mod	Autophagy mod cell loss 18 h	GPR35 arrestin U2OS	others
CCOC(=O)NCc1ccc2c(c1)OCO2	0.4	50	-0.7%	0.4%	-2.0%	-0.3%	-4.0%	·	·	i	-3.2	10.5%
COc1cccc(NC(=O)C2C3C=CC4(O3)C2C(=O)N(C2CC2)C4C(=O)NC2CCCCC2C)c1 (centres undefined)	-1.2	41	1.6%	0.4%	-3.1%	1.4%	-7.9%	-20.8	-12.1	i	5.8	-1.0%
O=C(CN1C(=O)CC(c2ccco2)Sc2ccccc21)NC1CCCCC1 (centres undefined)	1.2	96	-4.2%	-0.9%	-3.7%	2.0%	4.4%	-1.7	4.1	i	-17.5	-4.3%
Cc1ccc(S(=O)(=O)N(C)c2ccc(C(=O)NCC(c3cccs3)N3CCOCC3)cc2)cc1 (centres undefined)	0.4	48	4.7%	0.2%	-4.3%	0.7%	-1.4%	·	·	·	·	-5.5%
Cc1cccc(/C=N/NC(=O)Cc2cccs2)c1	1.5	39	-16.9%	0.6%	-3.7%	3.4%	1.8%	·	·	·	·	-5.0%
Cc1ccc(C)c(-n2c(-c3ccc4c(c3)OCO4)n[nH]c2=S)c1	-0.5	74	1.4%	0.8%	-4.4%	0.9%	-4.7%	-2.3	-47.5	i	17.3	9.1%
O=C(CSc1nc2ccccc2s1)NCCOc1ccc(Cl)cc1	0.0	84	-6.6%	2.5%	6.9%	0.7%	0.9%	-1.3	-2.4	i	-18.2	26.4%
C(=N\n1cnnc1SCc1ccccc1)/c1ccco1	1.4	31	1.4%	-0.7%	-5.1%	-0.1%	-11.3%	-54.0	-26.0	i	1.2	7.0%
COc1ccc(Br)cc1/C=N/NC(=O)c1cc(Br)ccc1O	6.3	89	·	·	3.8%	6.1%	47.1%	10.4	27.1	i	2.1	-8.2%
Cc1cccc(Cn2c(C)nc3c(N)c(C)c(C)cc32)c1	2.0	52	2.2%	-0.7%	-4.4%	0.6%	-11.1%	8.6	11.2	i	-1.1	0.6%
CCN(CC)c1nc(C)c2c(c1C#N)CC(C)(C)OC2	-0.4	63	-6.8%	-0.2%	-3.1%	1.8%	3.4%	8.6	10.0	i	-13.6	-4.3%
CC(=O)c1c(C)[nH]c(C(=O)OCC(=O)Nc2cccc(S(=O)(=O)N3CCCC3)c2)c1C	3.1	37	-2.6%	4.1%[50 µM]	-5.5%	2.7%	8.3%	-7.3	0.3	i	6.1	-8.0%
CCOC(=O)c1ccc(NC(=O)CCc2nnc3ccc(N4CCN(C)CC4)nn23)cc1	-0.1	53	0.9%	0.4%	-11.3%	2.9%	-0.8%	·	·	·	·	-14.2%
COc1cccc(C(=O)C2CCCN(C(=O)CCC3=NNC(=O)CC3)C2)c1 (centres undefined)	0.5	101	3.6%	0.6%	-6.4%	0.6%	6.7%	-8.2	3.0	i	-1.3	6.5%
O=C(c1c(Cl)cccc1Cl)N1CCN(c2cccc3[nH]ccc23)CC1	0.1	51	6.2%	0.3%	-10.2%	6.5%	-3.4%	·	·	·	·	-3.4%
Cc1ccc(CN2CCC(NC(=O)c3ccccc3)CC2)cc1	-1.1	78	-2.6%	0.0%	-10.9%	-0.6%	14.8%	·	·	·	·	-20.2%
O=C(NCCCCc1ccccc1)c1ccc(F)cc1	1.6	39	-9.9%	0.6%	·	3.2%	·	·	·	·	·	·
COc1ccc(OCCCN2CCCC(C)C2)cc1 (centres undefined)	0.0	86	-3.2%	-0.1%	-1.8%	1.1%	-0.9%	-0.3	10.5	i	0.2	2.9%
CCCN(CCC)S(=O)(=O)c1ccc(C(=O)NCc2ccc3c(c2)OCO3)cc1	-0.7	102	-5.5%	-0.2%	-7.2%	1.1%	1.3%	-11.7	-1.5	i	10.6	-10.2%
COc1ccccc1-c1c(C(F)(F)F)oc2cc(OCC(=O)Nc3cc(C)ccc3C)ccc2c1=O	2.2	90	·	·	-0.3%	2.5%	10.2%	10.2	3.7	i	-0.7	-1.6%
O=C(c1cccc([N+](=O)[O-])c1)N1CCCC(C(=O)N2CCN(c3ccccc3)CC2)C1 (centres undefined)	0.4	57	-5.8%	0.0%	-7.9%	1.2%	0.5%	·	·	·	·	-2.5%
CCOC(=O)c1ccc(CNC(=O)Cn2nnc(-c3ccccc3)n2)o1	3.1	55	0.8%	0.7%	-2.5%	-1.3%	-11.4%	1.5	8.6	i	8.7	-5.9%
COc1ccc(CCNC(=O)CSc2nn(-c3ccccc3)c(=S)s2)cc1OC	1.3	46	-8.3%	0.6%[50 µM]	-5.6%	4.8%	-5.6%	-4.6	2.8	i	-5.9	4.5%
Cc1cc(SCC(=O)Nc2cccnc2Cl)nc2ccccc12	0.2	65	-6.7%	-0.2%	6.6%	-0.5%	1.2%	-1.4	-22.3	i	-0.2	-4.1%
O=C1c2cccnc2C(Nc2ccccc2Br)N1Cc1ccco1 (centres undefined)	-0.3	88	·	1.8%	-2.8%	4.5%	64.5%	-4.4	-11.0	i	3.6	-5.5%
CCN(C(=O)COC(=O)c1cccc(S(=O)(=O)N(CC)CC)c1)C1CCS(=O)(=O)C1 (centres undefined)	-0.3	71	11.8%	2.0%[50 µM]	-3.8%	0.6%	-2.9%	·	·	·	·	0.6%
Cc1cccc(-n2ncc3c(N(C)Cc4ccccc4)ncnc32)c1	0.3	74	5.5%	0.0%	-4.6%	21.0%	17.9%	70.4*	8.7*	·	·	-16.9%
COc1ccccc1NC(=O)c1cc2ccccc2o/c1=N\O	22.4	45	3.8%	0.3%	4.7%	-4.2%	2.0%	-12.4	0.8	·	·	-11.3%
CCOC(=O)c1c(C)[nH]c(C)c1S(=O)(=O)N(C)CC(=O)Nc1ccccc1F	0.2	60	-3.6%	0.2%	-7.4%	-0.1%	5.1%	·	·	·	·	11.3%
COc1ccccc1-c1coc2cc(OCC(=O)OCc3ccccc3)ccc2c1=O	20.8	42	-2.6%	4.3%	2.3%	0.6%	5.4%	2.0	0.9	i	6.8	6.8%
C=CCn1c(=S)[nH]c2cc(C(=O)NCCc3ccc(S(N)(=O)=O)cc3)ccc2c1=O	-1.9	70	-10.3%	0.7%[50 µM]	·	0.1%	·	·	·	·	·	·
Cc1ccc(N2Cc3ccccc3C2=O)cc1	0.2	58	-4.3%	0.9%	-8.8%	2.8%	4.8%	·	·	·	·	-4.8%
Cc1ccc(NC(=O)COC(=O)CN2C(=O)NC3(CCCC3)C2=O)cc1S(=O)(=O)N(C)C	2.0	43	-7.0%	-0.6%	-1.3%	0.7%	3.0%	-8.5	-25.6	i	20.4	-13.9%
CCCOc1ccc(-c2c(C(=O)N/N=C(\C)c3cccs3)nnn2-c2nonc2N)cc1	7.0	63	-5.0%	0.2%	-6.3%	2.7%	6.5%	·	·	·	·	4.0%
Cc1occc1-c1nnc(SCC(=O)NCc2ccco2)n1CC(C)C	1.6	40	-8.3%	5.1%	3.0%	4.1%	0.7%	-19.4	6.9	i	8.1	-9.8%
CCCCn1c(SCC(=O)NNC(=O)c2ccco2)nnc1-c1ccco1	0.4	57	·	·	1.4%	-1.4%	-10.0%	-3.5	-4.0	i	2.9	-9.6%
C(=C\c1ccco1)/c1nc2ccccc2[nH]1	0.0	96	-9.9%	-0.2%	1.5%	1.3%	65.6%*	21.6	17.3	i	-2.7	4.7%
Cc1csc(N2CCCC2=O)n1	0.2	29	-0.7%	-0.8%	-9.6%	0.9%	-4.8%	-7.4	11.4	i	-0.8	-8.6%
COc1ccc(C(=O)Nc2nc3ccc(OC)cc3s2)cc1	-0.6	68	-9.2%	0.4%	-5.3%	41.0%	6.9%	·	·	·	·	-5.4%	NS5 inhibitors pilot replicate=-4.0
Cc1cc(C(=O)OCC(=O)NC2(C#N)CCCCC2)c(C)o1	-0.8	45	-5.2%	0.5%[50 µM]	·	0.8%	·	·	·	·	·	·
CCOC(=O)CC(=O)CSc1ncnc2c1cnn2-c1ccccc1	-0.2	46	-10.1%	0.0%	-3.6%	12.4%	-3.1%	19.5	14.0	i	-6.5	9.0%
Cc1ccc(CNC(=O)CSc2n[nH]c(N)n2)cc1	-4.4	99	64.2%	-1.6%	-3.4%	2.1%	-1.8%	4.0	6.6	i	8.2	5.4%
O=C(Cn1ccc([N+](=O)[O-])n1)Nc1nccs1	0.6	65	-1.3%	1.8%[50 µM]	-3.2%	1.2%	-4.0%	9.9	-3.4	i	11.6	·

Source: PubChem BioAssay (several laboratories)
